Source: PubChem
E-sel TNF inh: blocks E-selectin expression induced by TNF alpha | HUVEC TNFa-induced E-selectin immunofluorescence, high content | inhibition, % at 2 µM | 120,000 tested, 0.71% active | AID 1246;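 active = inhibition above the batch mean plus 3 SD, and confirmed as a hit on visual image review, cut at about 43% in these data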;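 also: 0% = TNF-stimulated DMSO wells and 100% = unstimulated control wells; not every result past the cut was called active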
NPY Y2 blocker: blocks the human neuropeptide Y Y2 receptor; P49146; NPY-Y2 expressing cells, antagonist mode; inhibition, % at 2.7 µM; 140,000 tested, 0.99% active; AID 793; in the data active = inhibition above about 17%;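 also: 0% = vehicle with agonist challenge and 100% = reference antagonist with challenge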
Target sequence (P49146 whole entry, looked up): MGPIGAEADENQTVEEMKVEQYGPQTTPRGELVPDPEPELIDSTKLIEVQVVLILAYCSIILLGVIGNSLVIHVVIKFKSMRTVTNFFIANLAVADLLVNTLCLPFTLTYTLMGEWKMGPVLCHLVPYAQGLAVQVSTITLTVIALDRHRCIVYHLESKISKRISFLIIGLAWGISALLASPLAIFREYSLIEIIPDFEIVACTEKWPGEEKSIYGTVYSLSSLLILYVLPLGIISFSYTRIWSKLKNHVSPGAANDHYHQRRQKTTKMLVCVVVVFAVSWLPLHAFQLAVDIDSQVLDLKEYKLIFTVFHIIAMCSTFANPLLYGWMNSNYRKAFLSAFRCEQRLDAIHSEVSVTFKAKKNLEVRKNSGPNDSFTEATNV
bCat KO growth: beta-catenin-lacking colon tumor cell growth suppression; HCT116 beta-catenin knockout viability, CellTiter-Glo, 60 h; active compounds read low; viability, % at 10 µM; 140,000 tested, 1.5% active; AID 818;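 active = viability at or under a set limit, the compound median less 4 SD, cut at about 6% in these data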;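 also: 0% = Hyamine 1622 control at 20 µM and 100% = untreated cell control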
MRP-1 activ: MRP-1 activation | H69AR cells + doxorubicin, viability rescue, CellTiter-Glo | viability increase, % at 10 µM | 140,000 tested, 0.61% active | AID 799;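 active = viability gain under doxorubicin at or above a set limit, the compound median plus 3 SD, cut at about 4.7% in these data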;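 also: MRP-1 overexpressing cells given doxorubicin 25 µM after compound pretreatment; 18-22 h compound pretreatment then 72 h with doxorubicin before readout; 0% = doxorubicin-only wells and 100% = vehicle-treated cells without doxorubicin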
Phagocyt inh: inhibitors of macrophage phagocytosis | J774A.1 macrophage IgG-bead phagocytosis, imaging | inhibition, % at 5 µM | 110,000 tested, 0.07% active;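 active = inhibition above the mean of the plate negative controls plus 5 SD, cut at about 13% in these data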;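 also: phagocytic index as fraction of beads internalized from green versus red external bead signal; plate controls were DMSO negative control for no effect and cytochalasin-D positive control for full effect; some results beyond the cut were filed as inactive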
Measles CPE: protection of cells from measles virus; 140,000 tested, 1.5% active; protection (pct of control), % at 4 µM; Measles virus-infected cells, CPE protection, absorbance; AID 841; in the data active = protection mostly above about 24%, no sharp cut-off; inactive = mostly below about 26%; also: some compounds called inactive have numbers as strong as hits
GALR2 antag: blocks the human galanin receptor 2. GALR2-expressing cells, antagonist mode. inhibition, % at 4 µM. 140,000 tested, 0.39% active; in the data active = inhibition above about 27%;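 also: cells stimulated with galanin 1-16 at roughly its EC80; 0% = agonist challenge control and 100% = basal control without agonist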
Target sequence (O43603 whole entry, looked up): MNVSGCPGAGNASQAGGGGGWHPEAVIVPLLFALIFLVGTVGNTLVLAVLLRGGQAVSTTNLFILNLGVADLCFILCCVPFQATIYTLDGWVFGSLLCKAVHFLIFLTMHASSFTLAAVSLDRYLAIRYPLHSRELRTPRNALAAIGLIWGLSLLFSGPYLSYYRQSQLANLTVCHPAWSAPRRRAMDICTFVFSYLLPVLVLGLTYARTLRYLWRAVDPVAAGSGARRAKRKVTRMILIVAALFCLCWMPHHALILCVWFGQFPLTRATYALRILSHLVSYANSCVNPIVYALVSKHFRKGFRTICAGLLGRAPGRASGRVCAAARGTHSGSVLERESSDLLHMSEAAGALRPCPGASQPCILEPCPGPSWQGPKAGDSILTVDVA
Yeast lifespan up: yeast lifespan extension. S. cerevisiae growth with nicotinamide, OD615; deaD strain in restrictive glucose medium. inhibition of the nicotinamide effect, % at 10 µM. 130,000 tested, 0.68% active;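 active = inhibition above a set limit, placed 3 SD over the median of all compounds, cut at about 26% in these data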;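 also: 0% = nicotinamide-treated wells and 100% = cells grown without nicotinamide; some compounds called inactive have numbers as strong as hits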
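Measured by: optical density (absorbance) at 615 nm; System: modified budding yeast, DeaD strain; Medium: restrictive CSMM-D dextrose medium; Timing: 4 h preincubation then 48 h treatment at 30 °C.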
PTEN del growth: suppresses growth of cells with PTEN deletion. 140,000 tested, 1.2% active. viability, % at 10 µM. AID 827. HCT116 PTEN-null viability, CellTiter-Glo, 60 h; active compounds read low;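 active = viability at or below a set limit, 4 SD under the median of all tested compounds, cut at about 3.7% in these data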;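 also: PTEN knockout HCT116 line with beta catenin targeted HCT116 as companion control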
Yeast growth inh: yeast BB579 growth reduction in restrictive medium. S. cerevisiae BB579 growth, OD615, 48 h. inhibition, % at 10 µM. 140,000 tested, 0.51% active;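 active = inhibition above a set limit, 3 SD over the mean compound inhibition, cut at about 44% in these data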; also: inactives centre near -24
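Test system: S. cerevisiae DeaD strain BB579 yeast; Medium: restrictive CSMM-D medium; Compound: one dose, 10 µM compound with 0.25% DMSO; Incubation: 4 h cell preincubation, 48 h compound exposure, 30 °C humidified; Signal: OD at 615 nm; Benchmarks: amphotericin B at 10 µg/mL as positive control.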
* marks the source's active call; other numbers are inactive results; · = not tested or not shown.

Below each compound – Yeast growth inh	GALR2 antag	PTEN del growth	NPY Y2 blocker	E-sel TNF inh	bCat KO growth	MRP-1 activ	Measles CPE	Yeast lifespan up	Phagocyt inh
- CC1=C(C(=O)OCC(Br)(Br)Br)C(c2ccc(Br)cc2)NC(=O)N1CCCC(=O)O (centres undefined)
→ -50	1	94	-3	-9	93	-1.8	12	13	·
- CCNC(=O)NC(=O)CSc1cccc(C(F)(F)F)c1
→ -68	1	108	3	·	103	0.8	4	-12	0
- CC(=O)Nc1cc2c(nc1C)nc(C)n2Cc1ccc(Br)cc1
→ -4	6	99	3	10	99	-3.8	4	19	-1
- CC(C)(C)c1nnc(NC(=O)C2CCN(c3ncccn3)CC2)s1
→ -13	-5	105	3	12	97	-0.3	10	-8	2
- CC(C)Cn1c(SCC(=O)NC(=O)Nc2ccc3c(c2)OCCO3)nc2ccccc2c1=O
→ -22	-5	102	11	-9	97	-3.1	17	-4	-1
- CCc1sc(NC(=O)COC)nc1-c1ccccc1
→ -13	-6	95	4	·	107	-2.6	28*	-9	0
- COc1ccc(NC(=S)N2CCN(CCN=CC3=C(O)CC(c4ccccc4)CC3=O)CC2)cc1 (centres undefined)
→ -35	12	97	4	-19	98	-1.5	11	50*	-7
- C=CCN(C(=O)CNC(=O)c1ccco1)C(C(=O)NC1CCCCC1)c1ccccc1 (centres undefined)
→ -22	-4	88	2	-7	97	-1.5	5	-19	2
- COC(=O)c1ccc(C(=O)OC)c(NC(=O)CN2CCN(c3ccccc3OC)CC2)c1
→ -11	-11	65	3	·	71	-0.4	17	-23	0
- COc1ccc(Cl)cc1Nc1nc(C)cc(=O)[nH]1
→ -11	-5	101	-2	19	89	1.1	19	-3	-1
- Cc1ccc2nc3n(c(=O)c2c1)CCC3
→ -33	-8	106	7	-32	103	-0.7	4	-1	-1
- COc1ccc(C(=O)CSc2nnc(CNc3nc(-c4ccccc4)cs3)n2C)cc1
→ -17	-7	75	1	·	75	-0.1	2	-19	0
- Cc1ccc(-n2cnc3cc(NCc4cccs4)ccc32)cc1
→ 50*	-4	101	3	19	94	0.8	1	-21	-1
- O=C(NCC(c1cccs1)N1CCOCC1)c1ccccc1NS(=O)(=O)c1cccc([N+](=O)[O-])c1 (centres undefined)
→ 5	1	79	-1	-23	84	-2.9	32*	3	·
- Cc1cccc(N(Cc2cc3ccccc3[nH]c2=O)S(=O)(=O)c2ccccc2)c1
→ -11	3	87	8	·	81	-1.2	0	-3	1

A draw from above in order of number of heavy atoms, high to low.
Below each compound – Yeast growth inh	GALR2 antag	PTEN del growth	NPY Y2 blocker	E-sel TNF inh	bCat KO growth	MRP-1 activ	Measles CPE	Yeast lifespan up	Phagocyt inh
- COc1ccc(C(=O)CSc2nnc(CNc3nc(-c4ccccc4)cs3)n2C)cc1
→ -17	-7	75	1	·	75	-0.1	2	-19	0
- CCNC(=O)NC(=O)CSc1cccc(C(F)(F)F)c1
→ -68	1	108	3	·	103	0.8	4	-12	0
- CCc1sc(NC(=O)COC)nc1-c1ccccc1
→ -13	-6	95	4	·	107	-2.6	28*	-9	0

(cont.)
Below each compound – Yeast growth inh	GALR2 antag	PTEN del growth	NPY Y2 blocker	E-sel TNF inh	bCat KO growth	MRP-1 activ	Measles CPE	Yeast lifespan up	Phagocyt inh
- Cc1cccc(-n2ncc3c(NCCCO)ncnc32)c1
→ -77	3	101	-2	11	96	-1.0	6	-6	0
- Cc1ccc(NC(=O)CSc2nc(O)c(Cc3ccccc3)c(=O)n2-c2ccccc2)cc1
→ -12	5	101	5	·	96	0.2	3	-2	-2
- COC(=O)Nc1ccc(S(=O)(=O)N2CCN(c3ccc(F)cc3)CC2)cc1
→ -91	5	100	2	-9	83	-1.1	15	-13	·
- Cc1nnc(SCC(=O)NC(=O)NCc2ccco2)n1Cc1ccccc1
→ -46	-1	93	4	-8	93	-1.0	16	-3	4
- Brc1ccc(C2Nc3cccc4cccc(c34)N2)s1
→ -26	19	83	-1	6	90	-3.2	19	-9	-8
- COc1ccccc1C1CC(c2ccc(Br)cc2)=NN1C(=O)c1cccnc1 (centres undefined)
→ -29	22	31	1	·	31	-2.5	·	14	·
- Cc1ccc(C2(C)NC(=O)N(CC(=O)NC(=O)NCCC(C)C)C2=O)cc1 (centres undefined)
→ -33	3	76	1	·	87	-0.1	0	-14	2
- O=Cc1ccc(OCC(=O)NC(=O)NC2CCCCC2)cc1
→ -26	-13	98	-2	-9	89	-0.5	2	-12	0
- COc1ccc(NC(=O)CSc2nnc(C3CC3)n2N)cc1
→ -40	11	102	4	11	101	-2.8	13	11	·
- Cc1ccc(CNS(=O)(=O)NCc2ccccc2)cc1
→ -22	-3	94	4	7	94	-2.0	22	2	-1
- c1ccc2c(c1)C(=NCC1CCCO1)NC2=NCC1CCCO1 (centres undefined)
→ -26	6	94	-2	-10	88	-2.4	2	-3	0
- O=C(OCCOc1ccccc1Cl)c1ccc(-n2cnnn2)cc1
→ -41	-4	103	0	11	104	2.2	26	-14	·
- O=C(c1ccc(C#Cc2ccccc2)o1)N1CCN(c2ccccn2)CC1
→ -40	9	49	7	-21	56	-0.6	8	-7	0
- COC(=O)C1=CN(CCCN2CCCC2=O)C=C(C(=O)OC)C1c1cccs1
→ -24	2	87	5	·	96	-2.1	0	-15	-1
- CC(=O)c1c(C)[nH]c(C(=O)OCc2ccccc2)c1C
→ 2	4	61	-3	·	59	-1.6	10	-5	-2
- Cc1ccc(SCC(=O)NC(=O)NCc2ccccc2)c(C)c1
→ -41	-3	98	8	12	103	-2.0	1	4	-5
- CCn1c(CNc2ccc(OC)cc2)nnc1SCC(=O)Nc1ccc(F)cc1
→ -26	1	102	1	16	98	-3.1	3	·	·
- CNc1c([N+](=O)[O-])cnn1-c1ccc(Cl)cc1
→ -19	7	96	0	-36	91	0.4	6	-16	-2
- COC(CNC(=O)c1cc(C(=O)c2c(-c3c(Cl)cccc3Cl)noc2C)c[nH]1)OC
→ -2	-7	80	0	-31	89	-3.2	9	-5	2
- Cc1cccc(N2C(=O)CC(N3CCN(Cc4ccc5c(c4)OCO5)CC3)C2=O)c1 (centres undefined)
→ -34	7	98	3	-3	99	-2.2	6	-25	-1
- CC(C)(Oc1ccc(Cl)cc1)C(=O)NC1CCSC1=O (centres undefined)
→ -8	-8	87	3	28	96	-0.3	7	·	·
- COC(=O)N/N=C/c1cccc(OCCSc2ccc(Cl)cc2)c1
→ -16	2	77	-2	·	91	3.8	20	7	-3
- O=c1[nH]c2ccc(S(=O)(=O)N3CCN(Cc4ccccc4)CC3)cc2[nH]c1=O
→ -25	-4	87	0	-16	98	-1.4	18	-20	-2
- COC(=O)c1[nH]c2ccc(C)cc2c1NC(=O)CCN1CCN(C2CCCCC2)CC1
→ -48	3	90	1	·	77	-1.7	13	-10	0
- Cc1cc(C)c(C)c(S(=O)(=O)N2C(=S)NC(=O)C2C(C)C)c1C (centres undefined)
→ -19	10	84	4	-3	99	-3.2	5	7	0
- COc1ccc(N2CCN(Cc3ccc(Br)s3)CC2)cc1
→ -30	-22	93	3	·	98	-0.4	17	-3	0
- Cc1ccc(S(=O)(=O)CCC(=O)OCC(=O)Nc2ncc(Cl)cc2Cl)cc1
→ -21	5	94	-1	-29	91	-1.3	5	-1	1
- Cc1ccc(C)c(SCC(=O)OCC(=O)Nc2ncc(C(F)(F)F)cc2Cl)c1
→ -54	-2	94	2	·	85	-0.9	9	1	-9
- O=C(c1nc2nc(-c3ccccc3)cc(C(F)(F)F)n2n1)N1CCCCC1
→ 2	0	84	1	-12	96	-3.5	19	-14	-3
- O=C(O)c1cc(S(=O)(=O)Nc2ccc3c(c2)OCCO3)c(Cl)cc1Cl
→ -62	14	93	2	-30	88	-0.8	17	1	0

Some of these compounds in order of their number in Yeast growth inh, highest first.
Compound,Yeast growth inh,GALR2 antag,NPY Y2 blocker,E-sel TNF inh,Measles CPE,Yeast lifespan up,Phagocyt inh
CC(C)(C)c1nnc(NC(=O)C2CCN(c3ncccn3)CC2)s1,-13,-5,3,12,10,-8,2
COC(=O)C1=CN(CCCN2CCCC2=O)C=C(C(=O)OC)C1c1cccs1,-24,2,5,·,0,-15,-1
O=C(OCCOc1ccccc1Cl)c1ccc(-n2cnnn2)cc1,-41,-4,0,11,26,-14,·

(listing goes on)
Below each compound – Yeast growth inh	GALR2 antag	PTEN del growth	NPY Y2 blocker	E-sel TNF inh	bCat KO growth	MRP-1 activ	Measles CPE	Yeast lifespan up	Phagocyt inh
- O=C(CN1CCN(S(=O)(=O)c2ccc3ccccc3c2)CC1)Nc1ccc2c(c1)CCC2
→ -53	-2	62	5	-11	70	-3.7	17	5	1
- O=C(N/N=C/c1c[nH]c2ccccc12)c1[nH]c2ccc(Br)cc2c1-c1ccccc1
→ -41	13	1.2*	-1	34	1.3*	-4.9	2	-3	22
- O=C(c1ccc(Cl)cc1)N1CCN(c2cc(=O)[nH]nc2-c2ccccc2)CC1
→ -16	-6	80	2	-5	80	-2.9	4	-11	·
- Cc1ccc2c(c1)c(C)cc[n+]2Cc1ccccc1
→ -5	-14	16	1	-1	15	0.1	16	-1	-5
- CCOC(=O)c1nn(-c2ccccc2)c(C(=O)OCC)c1N
→ -53	-2	111	2	-45	100	-0.4	14	-5	-1
- CC1(C)CC(=O)C2=C(C1)OC(N)=C(C#N)C2C1CC=CCC1 (centres undefined)
→ -28	-6	74	3	6	81	-1.9	17	2	·
- O=C(Cn1c(=O)sc2ccccc21)NCCOc1ccccc1F
→ -24	-5	104	2	-7	97	-1.6	19	-3	·
- CCOC(=O)CSc1nnc(CSc2nc(C)cc(C)n2)n1Cc1ccco1
→ 26	0	98	5	13	96	0.3	4	-11	-2
- CC(Sc1ccccc1)C(=O)Nc1ccc(N2CCOCC2)cc1 (centres undefined)
→ -31	-1	93	1	·	95	-1.2	15	-16	-1
- Cc1cccc(NC(=O)c2ccc(COc3cccc4ccccc34)o2)n1
→ -42	8	81	4	·	75	0.5	8	-4	-1
- COc1cc(/C=C(\C#N)C(=O)Nc2ccc3ccccc3c2)c([N+](=O)[O-])cc1OC
→ 3	-6	100	5	6	95	-2.1	3	9	-7
- O=C(Nc1ccc(OC(F)(F)C(F)F)c(NC(=O)c2cccc(F)c2)c1)c1cccc(F)c1
→ -27	-17	66	1	·	90	-2.2	5	2	-10
- CCNc1c2c(nc3ccccc13)CC(C)(C)CC2=O
→ -43	5	82	7	-30	79	-2.4	19	·	·

One compound at a time, from the list above. Order of screens: Yeast growth inh, GALR2 antag, PTEN del growth, NPY Y2 blocker, E-sel TNF inh, bCat KO growth, MRP-1 activ, Measles CPE, Yeast lifespan up, Phagocyt inh
Shown for `CCNc1c2c(nc3ccccc13)CC(C)(C)CC2=O` → -43, 5, 82, 7, -30, 79, -2.4, 19, ·, ·
Shown for `O=C(N/N=C/c1c[nH]c2ccccc12)c1[nH]c2ccc(Br)cc2c1-c1ccccc1` → -41, 13, 1.2*, -1, 34, 1.3*, -4.9, 2, -3, 22
